# U2OS ROS induce: raises reactive oxygen species in U2OS cancer cells; U2OS ROS induction, H2DCF-DA fluorescence; 46,000 tested, 2% active; ROS induction (% of piperlongumine), % at 10 µM; AID 624156; in the data active = ROS induction above about 79%, passing the limit was not always enough;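 also: 0% = DMSO vehicle median and 100% = reference compound median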
# Numbers without * were called inactive; & = joins results of further samples.
mol | U2OS ROS induce
OCC(O)CN1CCN(c2ccccc2)CC1 (stereo not given) | -2
COc1cc(-c2oc3cc(O)cc(O)c3c(=O)c2O[C@@H]2O[C@H](CO[C@@H]3O[C@@H](C)[C@H](O)[C@@H](O)[C@H]3O)[C@H](O)[C@H](O)[C@H]2O)ccc1O | 3
CN=C(NC#N)Nc1ccc(C2=NNC(=O)CC2C)cc1 (stereo not given) | -3
CN(C)CCOC(=O)C(c1ccccc1)C1(O)CCCC1 (stereo not given) | -7
CCCN(CCC)C(=O)C(CCC(=O)O)NC(=O)c1ccccc1 (stereo not given) | 2
CC1=CCC[C@@H]2[C@](CCc3ccoc3)(C(=O)O)[C@H](C)CC[C@@]12C | -11
Cc1oncc1C(=O)Nc1ccc(C(F)(F)F)cc1 | -17
NC(N)=Nc1nc2ccccc2c(=O)[nH]1 | -10
CN1CCC(=C2c3ccccc3CC(=O)c3sccc32)CC1 | -8
C[C@@H]1O[C@@H](OC[C@H]2O[C@@H](Oc3cc(O)c4c(c3)OC(c3ccc(O)cc3)CC4=O)[C@H](O)[C@@H](O)[C@@H]2O)[C@H](O)[C@H](O)[C@H]1O (stereo not given in full) | -10

# Three compounds drawn at random from those above:
mol | U2OS ROS induce
C[C@@H]1O[C@@H](OC[C@H]2O[C@@H](Oc3cc(O)c4c(c3)OC(c3ccc(O)cc3)CC4=O)[C@H](O)[C@@H](O)[C@@H]2O)[C@H](O)[C@H](O)[C@H]1O (stereo not given in full) | -10
CN1CCC(=C2c3ccccc3CC(=O)c3sccc32)CC1 | -8
COc1cc(-c2oc3cc(O)cc(O)c3c(=O)c2O[C@@H]2O[C@H](CO[C@@H]3O[C@@H](C)[C@H](O)[C@@H](O)[C@H]3O)[C@H](O)[C@H](O)[C@H]2O)ccc1O | 3

# Structural class, the entries above containing four or more nitrogen atoms (two)
mol | U2OS ROS induce
CN=C(NC#N)Nc1ccc(C2=NNC(=O)CC2C)cc1 (stereo not given) | -3
NC(N)=Nc1nc2ccccc2c(=O)[nH]1 | -10

# Next part
mol | U2OS ROS induce
COc1cc(-c2oc3cc(O)cc(O)c3c(=O)c2OC2OC(CO[C@@H]3O[C@@H](C)[C@H](O)[C@@H](O)[C@H]3O)C(O)C(O)C2O)ccc1O (stereo not given in full) | 11
NC(=O)c1ccc(-c2nc(-c3ccc4c(c3)OCO4)c(-c3ccccn3)[nH]2)cc1 | 3
CN1CCN(CCCN2c3ccccc3Sc3ccc(S(=O)(=O)N(C)C)cc32)CC1 | 30
CCCCOC(=O)c1ccc(N)cc1 | -7
CN(C)CCC[C@@]1(c2ccc(F)cc2)OCc2cc(C#N)ccc21 | -4
CC[C@H]1C(=O)OC[C@@H]1Cc1cncn1C | -18
C[C@]12CC[C@H]3C(=CCc4cc(O)ccc43)[C@@H]1CCC2=O | 2
CC[C@]12CCCN3CCc4c(n(c5ccccc45)[C@@](O)(C(=O)OC)C1)[C@@H]32 | 0
CCCCc1c(-c2ccc(OC)cc2)[nH]c2nccnc12 | 4
CCC(Cc1c(I)cc(I)c(N)c1I)C(=O)O (stereo not given) | 8

# Structural class, the compounds so far containing a halogen.
mol | U2OS ROS induce
Cc1oncc1C(=O)Nc1ccc(C(F)(F)F)cc1 | -17
CN(C)CCC[C@@]1(c2ccc(F)cc2)OCc2cc(C#N)ccc21 | -4
CCC(Cc1c(I)cc(I)c(N)c1I)C(=O)O (stereo not given) | 8

# Other results
NC(=O)NC(=O)Cc1ccccc1
  U2OS ROS induce: 1

O=C(c1ccccc1)c1ccc2n1CCC2C(=O)O (stereo not given)
  U2OS ROS induce: 1

COc1cc(C)nc(-n2nc(C)cc2OC)n1
  U2OS ROS induce: -3

C#C[C@]1(O)CC[C@H]2[C@@H]3CCC4=CC(=O)CC[C@@H]4[C@H]3CC[C@@]21CC
  U2OS ROS induce: 35

Cc1cc(O)c2c(c1)C(=O)c1cccc(O)c1C2=O
  U2OS ROS induce: 5

Cc1ccc(C(=O)C(C)CN2CCCCC2)cc1 (stereo not given)
  U2OS ROS induce: 8

CCOC(=O)Nc1ccc2c(c1)N(C(=O)CCN1CCOCC1)c1ccccc1S2
  U2OS ROS induce: 3

COC(=O)Nc1nc2ccc(S(=O)c3ccccc3)cc2[nH]1 (stereo not given)
  U2OS ROS induce: -1

COC(=O)C1=CO[C@@H](O[C@@H]2O[C@H](CO)[C@@H](O)[C@H](O)[C@H]2O)C2C1CC(O)C2C (stereo not given in full)
  U2OS ROS induce: -5

CC(C)(C(=O)c1cccnc1)c1cccnc1
  U2OS ROS induce: -10

OCCOCCN1CCN(C(c2ccccc2)c2ccc(Cl)cc2)CC1 (stereo not given)
  U2OS ROS induce: -8&-10

CCN(CC)CCOC(=O)C(c1ccccc1)c1ccccc1
  U2OS ROS induce: 2

# Not a retest: an excerpt of the list.
C#C[C@]1(O)CC[C@H]2[C@@H]3CCC4=CC(=O)CC[C@@H]4[C@H]3CC[C@@]21CC
  U2OS ROS induce: 35

Cc1cc(O)c2c(c1)C(=O)c1cccc(O)c1C2=O
  U2OS ROS induce: 5

Cc1ccc(C(=O)C(C)CN2CCCCC2)cc1 (stereo not given)
  U2OS ROS induce: 8

CCOC(=O)Nc1ccc2c(c1)N(C(=O)CCN1CCOCC1)c1ccccc1S2
  U2OS ROS induce: 3

# Screening data: PubChem BioAssay, Broad Institute

# These rows are one share of the data. The share of hits here may be higher or lower than overall.
